# Bioassay records: PubChem BioAssay, National Center for Advancing Translational Sciences (NCATS)
# AmpC inh detg – qHTS Inhibitors of AmpC Beta-Lactamase (assay with detergent). AmpC hydrolysis of nitrocefin, absorbance 480 nm, 0.01% Triton. Potency, µM (highest dose often 114 µM), for the others: top-dose activity change, negative = inhibition, usual class: inhibitors. 370,000 tested, 0.041% active. AID 485294, 2010;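 further: potency means the concentration at half of the fitted maximal effect; 0% = no-compound wells and -100% = no-enzyme wells; nearly all actives have a fitted effect of over 25% in size; some results filed as inactive show a strong effect at the top dose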
# Target sequence (P00811 whole entry, looked up): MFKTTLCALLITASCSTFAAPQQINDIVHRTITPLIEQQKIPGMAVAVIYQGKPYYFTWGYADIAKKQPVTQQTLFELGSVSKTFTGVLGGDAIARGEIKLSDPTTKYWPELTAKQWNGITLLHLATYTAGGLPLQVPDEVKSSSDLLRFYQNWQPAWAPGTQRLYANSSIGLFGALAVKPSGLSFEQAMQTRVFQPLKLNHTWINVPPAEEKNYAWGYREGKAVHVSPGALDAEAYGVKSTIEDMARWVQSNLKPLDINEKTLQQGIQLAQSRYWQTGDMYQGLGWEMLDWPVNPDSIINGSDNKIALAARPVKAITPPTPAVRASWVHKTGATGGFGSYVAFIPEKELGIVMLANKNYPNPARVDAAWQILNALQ
#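 20 mM phosphate pH 7.0 + 0.01% (detergent screen) or 0.0001% Triton X-100; 5.3 nM AmpC reagent; cpd preinc 15 min RT; nitrocefin (800 uM stock) to start; A480 q20 s × 4 min; Activity was normalised to no-enzyme and no-compound control wells.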
# HCV inhibitor – qHTS Assay for Inhibitors of Hepatitis C Virus (HCV); Huh7.5.1 HCVcc-Cre infection, luciferase reporter, 44 h; Potency, µM (doses to about 41.8 µM), for inactives: top-dose activity change, negative = inhibition, actives largely listed as inhibitors; 340,000 tested, 3.4% active; AID 651820, 2012; further: potency means the concentration at half of the fitted maximal effect
#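 Whole-lifecycle infectious HCVcc-Cre system; cells 1,000/well, compound then virus (~0.5 moi) added 4 h after plating, 44 h culture. Luciferase read 15 sec following 15 min substrate incubation, room temp.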
# FBPA Giardia inh – qHTS Assay for Inhibitors of Fructose-1,6-bisphosphate Aldolase from Giardia Lamblia; purified Giardia FBPA; Potency, µM (top dose mostly 59.6 µM), for the others: top-dose activity, negative = inhibition, actives largely listed as inhibitors; 290,000 tested, 0.71% active; further: potency means the concentration at half of the fitted maximal effect; nearly all actives have a fitted effect of over 55% in size
# Target sequence (A8B2U2 whole entry, looked up): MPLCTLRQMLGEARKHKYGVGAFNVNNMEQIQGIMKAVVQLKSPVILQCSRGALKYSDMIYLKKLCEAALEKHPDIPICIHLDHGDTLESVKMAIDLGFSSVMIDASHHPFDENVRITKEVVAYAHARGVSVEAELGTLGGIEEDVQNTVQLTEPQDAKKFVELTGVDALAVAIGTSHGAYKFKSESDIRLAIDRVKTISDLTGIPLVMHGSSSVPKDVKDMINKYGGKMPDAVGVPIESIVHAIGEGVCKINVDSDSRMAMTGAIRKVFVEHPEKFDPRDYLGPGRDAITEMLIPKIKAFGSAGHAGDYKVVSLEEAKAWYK
#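 40 nM FBPA preincubated 10 min at RT with compound (up to 57.5 uM final), then substrate plus GAPDH/TPI/NAD/arsenate coupling and diaphorase/resazurin added. Fluorescence read after 20 min at RT, 525/598 nm.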
# Sm TGR inh – qHTS Assay for the Inhibitors of Schistosoma Mansoni Peroxiredoxins; Schistosoma mansoni thioredoxin glutathione reductase (TGR), Q962Y6; purified TGR, DTNB reduction, TNB absorbance 405 nm; Potency, µM (top dose mostly 114 µM), without a hit: at the highest dose activity change, negative = inhibition, hits mostly inhibitors; 360,000 tested, 3% active; further: potency means the concentration at half of the fitted maximal effect; nearly all actives have a fitted effect of over 60% in size
#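 TGR 20 nM + NADPH 100 uM (dispensed conc.), cpd preinc 15 min RT; start with NADPH (500 uM addition) then DTNB (15 mM addition). Kinetic TNB absorbance, 405 nm filter. Four-parameter Hill fit across titration.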
# AMA1 RON2 block – qHTS for Inhibitors of AMA1-RON; Towards Development of Antimalarial Drug Lead: Primary Screen; 360,000 tested, 0.2% active; AID 720542, 2013; Plasmodium falciparum AMA1 (3D7) - RON2 peptide interaction; Potency, µM (titrated, usually from 58.2 µM), without a hit: top-dose activity change, negative = inhibition, actives largely listed as inhibitors; AlphaScreen AMA1-biotinylated RON2 peptide binding;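 further: potency means the concentration at half of the fitted maximal effect; 0% = vehicle wells and -100% = peptide control; nearly all actives have a fitted effect of over 45% in size; some results filed as inactive show a strong effect at the top dose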
#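 AMA1 (3D7) with his tag at 25 nM final met compounds first, then biotinylated RON2 peptide at 25 nM; detection used donor plus acceptor beads, 10 µg/mL apiece, read by AlphaScreen after 30 min at room temperature.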
# HCMV antiviral – qHTS Assay for inhibitors of the human cytomegalovirus (HCMV) | 410,000 tested, 4.5% active | HFF cells, HCMV-luciferase reporter, 72 h; stronger effect = lower value | activity change, negative = inhibition, % at 57.5 µM; in the data active means activity change below about -60%; inconclusive means no clear call, values can overlap the other calls; inactive means above about -39%
#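 HFF cells seeded 16 h at 37C, treated with compounds, infected with luciferase-reporter HCMV at MOI 1 PFU/cell; luciferase read at 72 h post infection, normalized to buffer-only and Salinomycin controls.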
# Active calls of the source: *; ? = inconclusive; · = no result given; [ ] = dose if it differs, or a comment. Unless noted, the call rests on the fitted dose curve; in most records, active means well fitted curve in the direction sought with a large enough effect; inconclusive means small, poorly fitted or top-dose-only effect, or another doubt; inactive means no such curve, though single readings can be large; an effect the other way counts as inactive or inconclusive. Unless noted, on the % scale 0 is the no-effect control and ±100 the full control effect.
SMILES,AmpC inh detg,HCV inhibitor,FBPA Giardia inh,Sm TGR inh,AMA1 RON2 block,HCMV antiviral
CCOc1ccc(N=c2scc(-c3ccccc3)n2CCO)cc1,?,?,-5%,11%,-29%,?
O=S(=O)(c1ccc(Br)cc1)n1ccc2ccccc21,1%,?,-1%,-11%,20%,20
COc1ccccc1-c1ccc(=O)n(CC(=O)NCC2CCCO2)n1 (configuration not stated),4%,-9%,-5%,-9%,1%,42
CCN(CC(=O)NCc1ccco1)S(=O)(=O)c1ccc(OC)cc1,?,-4%,·,0%,-2%,6
CCc1c(C2(O)CCCCC2)[nH]c2cc(C(F)(F)F)ccc12,-14%,-3%[8.37 µM],16%,-13%,-3%,·
COc1cc(CC(=O)OCC(=O)Nc2ccc3c(c2)OCO3)cc(OC)c1OC,-3%,2%,-22%,5%,-12%,-10
Cc1ccc2c(c1)nnn2C1CCN(CC(=O)NCCc2ccccc2)CC1,-2%,-17%,3%,11%,-3%,-21
CCOC(=O)c1cnc2c(C)cc(C)cc2c1Nc1cccc(C(=O)O)c1,4%,·,·,-3%,·,3
Cc1ccc(C)c(S(=O)(=O)c2nnn3c2nc(Nc2ccc(C)c(C)c2)c2sccc23)c1,4%,·,·,-3%,·,3
O=S(=O)(c1ccc(Cl)cc1Cl)N1CCCC1c1cccnc1 (configuration not stated),10%,-9%,9%,1%,-10%,-27
CC1CCN(c2ccc(NC(=O)Cn3c(=O)oc4ccccc43)cc2)CC1,1%,16%,·,?,0%,-15
CCOC(=O)Cc1csc(NC(=O)CN2C(=O)c3ccccc3C2=O)n1,2%,18%,1%,-10%,33%[activator],-28
COc1ccc(S(=O)(=O)NCCc2ccccc2)c2cccnc12,1%,-13%,9%,16%,1%,2
CCCC(=O)N1CCCC(c2nc(-c3cccs3)no2)C1 (configuration not stated),?,2%,-1%,3%,-2%,89
CN(Cc1ccc(C(F)(F)F)cc1)C(=O)C1CCC(=O)N(C2CC2)C1 (configuration not stated),-6%,·,·,0%,-1%,2
Cc1ccc(S(=O)(=O)N2[C@@H](c3ccc(Cl)cc3)C(C(=O)O)=CC[C@H]2c2ccc(Cl)cc2)cc1,?,7%,·,-20%,21%,-2
COc1ccc(NS(=O)(=O)c2cccc(C(=O)N(C)Cc3cccs3)c2)cc1,8%,9%,·,5%,-1%,-21
CN(C)S(=O)(=O)Nc1cccc(NC(=O)CC23CC4CC(CC(C4)C2)C3)c1,0%,-18%,-12%,-13%,-5%,10
COc1cccc(OC)c1C(=O)NN1CCCCC1,?,20%,2%,2%,0%,-8
CC(C)C(NC(=O)C1CCCCC1)C(=O)NCCc1ccccc1 (configuration not stated),-13%,27%,1%,5%,19%,?
C=CCC1(CC=C)CCCN1C(=O)c1cc(COc2cccc(C(F)(F)F)c2)on1,0%,·,·,1%,-1%,·
CCSc1ncnc2c1sc1nc3c(cc12)COC(C)(C)C3,-1%,9%,0%,-23%,-17%,55
Cc1ccc(NC(=O)COc2ccc(Br)cc2CO)cc1S(=O)(=O)N1CCOCC1,·,?,·,·,1%,-12
CCCNc1c(NS(=O)(=O)c2cccs2)c(=O)oc2ccccc12,?,-14%,2%,-11%,5%,-30
CCn1cc(C(=O)NCCc2ccc(OC)cc2)c(=O)c2ccc(C)nc21,-12%,15%,-8%,-15%,-3%,10
SMILES,AmpC inh detg,HCV inhibitor,FBPA Giardia inh,Sm TGR inh,AMA1 RON2 block,HCMV antiviral
Cc1cc(=O)oc2cc(OCC(=O)Nc3cccc(S(=O)(=O)N(C)C)c3)ccc12,6%,-2%,-1%,1%,-6%[11.6 µM],?
Cn1/c(=N/NC(=O)c2cccc(OC(F)F)c2)sc2ccccc21,-10%,?,0%,-3%,27%,-25
COc1ccc(-c2noc(-c3ccc(N4CCOCC4)c([N+](=O)[O-])c3)n2)cc1OC,10%,·,·,2%,·,13
CN1CCN(c2ccc([N+](=O)[O-])c(-n3nc(-c4ccccc4)c4ccccc4c3=O)c2)CC1,?,4.5µM*,1%,-2%,-17%,-2
CCOC(=O)C1=C(CC)Nc2ccccc2N=C1NC(=O)CCN1C(=O)C2CCCCC2C1=O (configuration not stated),8%,-8%,3%,3%,0%,-27
Cc1cccn2c(=O)c(/C=C(\C#N)C(N)=O)c(N3CCN(c4cccc(Cl)c4)CC3)nc12,-3%,-11%,5%,0%,-17%,-39
Cc1cc(C)c(OCC(=O)Nc2ccc(S(=O)(=O)N3CCCC3)cc2)c(C)c1,?,-24%,·,6%,7%,-12
COc1cccc(OC)c1NC(=O)Cn1nc(-c2ccc3c(c2)OCCO3)ccc1=O,-2%,7%,-1%,0%,-17%,-5
CN(C)c1ccc(CNC(=O)CCCN2C(=O)CCn3nc(-c4cccn4C)cc32)cc1,0%,·,·,-20%,·,13
CCCCNC(=O)Cn1cnc2sc(C(=O)OCC)c(C)c2c1=O,?,7%,13%,19%,0%,-4
O=C(O)c1cc(S(=O)(=O)N2CCCCCC2)ccc1Cl,?,12%,18%,15%[11.4 µM],6%,3
O=C(CSc1nc(-c2cccs2)cc(C(F)(F)F)n1)Nc1ccccc1Cl,9%,·,·,3%,·,-17
CC1CC1C(=O)OCC(=O)Nc1ccc(N=Nc2ccccc2)cc1 (configuration not stated),3%,?,6%,-2%,7%[2.32 µM],174
COC(=O)c1ccc(OCC(=O)NCCC2=CCCCC2)c(OC)c1,·,12%,·,·,3%,39
CN(C)C(=O)c1ccc(Nc2nnc(-c3ccc(O)cc3)c3ccccc23)cc1,1%,?,3%,1%,-7%,?
O=C(Nc1ccc([N+](=O)[O-])cc1)c1ccc(S(=O)(=O)N2CCCC2)cc1,2%,-8%,-2%,3%,0%,7
C[C@H](NC(=O)c1ccccc1)C(=O)OCC(=O)c1c[nH]c2ccccc12,-20%,6%,·,0%,2%,88
O=C(NNC(=S)Nc1cccc(Cl)c1)c1ccccc1,-12%,7%,·,0%,117%[activator],84
Cc1ccc(C(=O)CSc2nc3ccccc3c(=O)n2N)o1,-10%,·,-11%,?,9%,11
CCOc1ccc(OCC(=O)OCC(=O)NNC(=O)c2ccc([N+](=O)[O-])cc2)cc1,?,-19%,·,-5%,124%[activator],-14
O=C(COC(=O)C1=Cc2ccccc2OC1)NC1CCCC1,4%,18%,-3%,5%,-5%,-15
COCc1[nH]nc2c1C(c1ccc(OC)c(OC)c1)C(C#N)=C(N)O2 (configuration not stated),?,7%,-7%,0%,-11%,-9
CC1CN(C(=O)/C(C#N)=C2\N=C(NC(=O)c3ccc(F)cc3)c3ccccc32)CC(C)O1 (configuration not stated),7%,?,-4%,66%[activator],52%[activator],76
O=C(COC(=O)C1CC2C=CC1C2)Nc1cccc(S(=O)(=O)N2CCCCCC2)c1 (configuration not stated),0%,9%,0%,2%,-1%[11.6 µM],25
CCC(=O)c1cn([C@H](CCC(OC)OC)CC(=O)OC(C)(C)C)cc1CC,0%,-1%,·,2%,-17%,6

# In another format: three of the compounds above.
smiles	AmpC inh detg	HCV inhibitor	FBPA Giardia inh	Sm TGR inh	AMA1 RON2 block	HCMV antiviral
COC(=O)c1ccc(OCC(=O)NCCC2=CCCCC2)c(OC)c1	·	12%	·	·	3%	39
CN(C)C(=O)c1ccc(Nc2nnc(-c3ccc(O)cc3)c3ccccc23)cc1	1%	?	3%	1%	-7%	?
O=C(Nc1ccc([N+](=O)[O-])cc1)c1ccc(S(=O)(=O)N2CCCC2)cc1	2%	-8%	-2%	3%	0%	7

# The listing picks up, repeating the 3 entries before the break.
SMILES,AmpC inh detg,HCV inhibitor,FBPA Giardia inh,Sm TGR inh,AMA1 RON2 block,HCMV antiviral
CC1CN(C(=O)/C(C#N)=C2\N=C(NC(=O)c3ccc(F)cc3)c3ccccc32)CC(C)O1 (configuration not stated),7%,?,-4%,66%[activator],52%[activator],76
O=C(COC(=O)C1CC2C=CC1C2)Nc1cccc(S(=O)(=O)N2CCCCCC2)c1 (configuration not stated),0%,9%,0%,2%,-1%[11.6 µM],25
CCC(=O)c1cn([C@H](CCC(OC)OC)CC(=O)OC(C)(C)C)cc1CC,0%,-1%,·,2%,-17%,6
NC(=O)C1CCN(C2CC(=O)N(c3ccc(F)c(Cl)c3)C2=O)CC1 (configuration not stated),?,13%,4%,25µM*,-9%,-21
CC1CCCCC12NC(=O)N(CC(=O)NCC(=O)Nc1ccc(F)c(F)c1F)C2=O (configuration not stated),?,3%,·,1%,0%,-22
Cc1ccc(C(C)C)c(OCC(=O)N2CCN(CCc3ccncc3)CC2)c1,1%,·,·,-23%,·,-13
O=C(Nc1cccnc1Cl)c1ccc(S(=O)(=O)N2CCCCCC2)cc1,-1%,?,1%,-7%,-2%,-82*
O=C(Nc1ccc2nc(N3CCOCC3)sc2c1)c1ccc(F)cc1,-7%,?,·,1%,-6%,-2
CC(=O)c1sc2nsc(SCCN3CCCC3)c2c1N,9%,-2%,-14%,-9%,-6%,?
O=C(COC(=O)CCSc1ccc(F)cc1)NCc1ccc(F)cc1,·,19%,·,·,-6%,?
Cc1nonc1NC(=O)CSc1nc2ccccc2o1,?,12%,6%,5%,38%[activator],-28
Cc1ccc(SCc2noc(-c3c(C)noc3C)n2)cc1,3%,12%,-8%,-10%,18%,?
Cc1ccc(S(=O)(=O)Nc2ccc3ccccc3n2)cc1,-2%,-17%,3%,-2%,23%,-6
Cc1noc(C)c1NC(=O)N(C)C[C@H]1Oc2c(NS(=O)(=O)c3cn(C)cn3)cccc2C(=O)N([C@H](C)CO)C[C@@H]1C,·,13%,·,·,20%,-5
C(=N\N1CCN(c2ccccn2)CC1)/c1cccc2ccccc12,?,?,-7%,16%,14µM*,-9
CCCCn1c(N)c(N(CCOC)C(=O)CC(NC(=O)c2ccccc2)c2ccccc2)c(=O)[nH]c1=O (configuration not stated),-24%,10%,·,-1%,0%,-26
O=S(=O)(c1cc(Br)ccc1Br)N1CCCCCC1,3%,-12%,7%,-14%,-6%,-27
Cc1c(CCC(=O)N[C@@H](CC(C)C)C(=O)O)c(=O)oc2cc3oc4c(c3cc12)CCCC4,4%,16%,1%,?,0%,?
Cc1onc(-c2c(F)cccc2Cl)c1C(=O)NCCc1ccc(S(N)(=O)=O)cc1,0%,13%,-8%,1%,5%,-39
COc1c(C)cc(C(=O)C2CCCN(C(=O)CCc3scnc3C)C2)cc1C (configuration not stated),-7%,10µM*,5%,-7%,-3%,-62*
CN1C(=O)NC(c2ccccc2)C2=C1CN(c1cccc(C(F)(F)F)c1)C2=O (configuration not stated),?,18%,13%,-12%,1%,3
Cc1cc(OCC(=O)N(C)Cc2ccccc2)cc(C)c1Cl,9%,3%,11%,-4%,18%,1
CSCCC(NS(=O)(=O)c1ccc2c(c1)oc(=O)n2C)C(=O)Nc1ccc(Cl)cc1 (configuration not stated),1%,·,·,-12%,·,-8
c1cc2c(cc1N1CCCCC1)C1CC2CCN1 (configuration not stated),·,-2%[8.37 µM],·,·,9%,-6
Cc1c(C(=O)N(Cc2ccc(N(C)C)cc2)CC2CCCO2)oc2ccc(Br)cc12 (configuration not stated),13%,·,·,1%,·,-10
